Cav3 T inh = Cav3.2 calcium influx blockers – cell-based, Fluo-4 calcium fluorescence, FDSS, MLSMR library, primary screen | Voltage-dependent T-type calcium channel subunit alpha-1H (Homo sapiens), O95180 | Cav3.2-expressing cells; stronger effect = lower value | B-score at 10 µM | 100,000 tested, 4% active | AID 449739, 2010;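 active = single-dose well whose peak fluorescence ratio is a statistical outlier from its plate by either plate-standardised score or position-corrected B-score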
Target sequence (O95180 whole entry, looked up): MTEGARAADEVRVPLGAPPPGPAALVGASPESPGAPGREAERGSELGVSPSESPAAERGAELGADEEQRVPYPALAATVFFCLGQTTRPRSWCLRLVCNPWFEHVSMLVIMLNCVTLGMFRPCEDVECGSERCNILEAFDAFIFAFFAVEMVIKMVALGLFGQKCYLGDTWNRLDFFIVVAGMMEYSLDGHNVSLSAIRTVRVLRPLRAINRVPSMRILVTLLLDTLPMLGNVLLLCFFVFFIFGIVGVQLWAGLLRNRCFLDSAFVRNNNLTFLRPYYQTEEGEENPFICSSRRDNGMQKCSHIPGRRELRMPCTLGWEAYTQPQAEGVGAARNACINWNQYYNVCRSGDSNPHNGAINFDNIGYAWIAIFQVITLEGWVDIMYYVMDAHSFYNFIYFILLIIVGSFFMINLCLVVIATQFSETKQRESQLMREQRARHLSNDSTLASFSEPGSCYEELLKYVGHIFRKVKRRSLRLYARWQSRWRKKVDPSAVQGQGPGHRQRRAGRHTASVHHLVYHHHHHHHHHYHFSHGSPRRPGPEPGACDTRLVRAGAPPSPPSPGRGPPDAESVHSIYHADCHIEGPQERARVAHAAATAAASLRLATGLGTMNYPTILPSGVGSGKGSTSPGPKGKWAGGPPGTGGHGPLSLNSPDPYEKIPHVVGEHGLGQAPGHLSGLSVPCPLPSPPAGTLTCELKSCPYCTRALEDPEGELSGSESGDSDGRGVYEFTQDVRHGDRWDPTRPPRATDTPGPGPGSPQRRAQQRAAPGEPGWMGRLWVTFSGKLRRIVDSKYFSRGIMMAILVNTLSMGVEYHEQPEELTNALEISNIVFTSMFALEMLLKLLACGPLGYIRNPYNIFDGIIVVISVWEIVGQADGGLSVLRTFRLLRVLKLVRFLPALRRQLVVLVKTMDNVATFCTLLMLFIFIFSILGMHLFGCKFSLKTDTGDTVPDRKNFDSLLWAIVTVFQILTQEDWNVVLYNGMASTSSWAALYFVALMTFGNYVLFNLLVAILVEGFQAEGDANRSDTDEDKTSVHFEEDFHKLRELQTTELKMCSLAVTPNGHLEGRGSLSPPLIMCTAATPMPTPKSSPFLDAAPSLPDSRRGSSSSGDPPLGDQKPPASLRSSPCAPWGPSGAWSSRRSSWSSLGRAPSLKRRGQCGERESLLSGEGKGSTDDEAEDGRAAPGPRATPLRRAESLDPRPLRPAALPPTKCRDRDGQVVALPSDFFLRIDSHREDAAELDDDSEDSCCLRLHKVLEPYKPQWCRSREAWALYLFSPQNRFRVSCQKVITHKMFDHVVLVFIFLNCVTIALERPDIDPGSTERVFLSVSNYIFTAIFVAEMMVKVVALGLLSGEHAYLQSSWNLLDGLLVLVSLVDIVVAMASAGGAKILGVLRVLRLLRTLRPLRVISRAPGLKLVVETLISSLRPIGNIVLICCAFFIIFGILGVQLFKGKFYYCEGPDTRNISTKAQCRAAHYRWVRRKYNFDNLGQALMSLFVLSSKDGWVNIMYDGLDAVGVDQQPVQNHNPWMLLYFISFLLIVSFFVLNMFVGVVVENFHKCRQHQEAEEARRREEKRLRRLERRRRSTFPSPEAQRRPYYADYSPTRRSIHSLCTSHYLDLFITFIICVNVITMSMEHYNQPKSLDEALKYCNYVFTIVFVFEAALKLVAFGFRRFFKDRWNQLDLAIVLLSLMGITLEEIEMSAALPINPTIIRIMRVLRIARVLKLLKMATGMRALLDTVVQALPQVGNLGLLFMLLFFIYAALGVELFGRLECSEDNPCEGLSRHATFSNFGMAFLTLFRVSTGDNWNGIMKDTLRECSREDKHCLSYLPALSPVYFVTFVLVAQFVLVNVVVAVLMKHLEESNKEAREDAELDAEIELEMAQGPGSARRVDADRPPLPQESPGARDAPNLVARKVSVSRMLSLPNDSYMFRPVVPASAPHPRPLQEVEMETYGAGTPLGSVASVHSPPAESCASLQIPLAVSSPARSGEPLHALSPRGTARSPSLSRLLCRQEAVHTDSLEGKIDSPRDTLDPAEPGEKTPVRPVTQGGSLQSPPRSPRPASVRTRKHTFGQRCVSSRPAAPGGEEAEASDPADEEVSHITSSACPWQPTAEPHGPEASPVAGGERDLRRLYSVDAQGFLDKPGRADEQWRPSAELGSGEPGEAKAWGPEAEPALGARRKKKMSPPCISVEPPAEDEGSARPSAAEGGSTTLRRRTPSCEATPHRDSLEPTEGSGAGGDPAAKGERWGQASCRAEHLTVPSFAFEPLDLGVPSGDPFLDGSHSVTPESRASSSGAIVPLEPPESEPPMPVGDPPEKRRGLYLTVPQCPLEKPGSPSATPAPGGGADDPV
* = called active by the depositor. These rows are one share of the data; count on the stated rates, not on these rows.

Cav3 T inh | Molecule
-0.048 | COC(=O)c1nn(-c2ccc3c(c2)OCO3)cc1O
0.095 | CCCCn1c(CCn2nc(C)c(Br)c2C)n[nH]c1=S
-0.00037 | Cc1cc(C(=O)N2CCN(CCc3ccccc3)CC2)no1
0.096 | CCOC(=O)N1CCN(C(=O)c2ccc3c(=O)n(-c4ccc(OC)cc4)c(=S)[nH]c3c2)CC1
-0.15 | Cc1ccccc1NC(=O)Cc1cn(C)c2ccccc12
-0.038 | Cc1ccc(NC(=O)C2C(c3ccccc3)C2(Cl)Cl)c(C)c1 (stereo unspecified)
-0.76 | COc1ccccc1CN1CCSCC1
0.38 | Cc1cc(OCC(=O)c2ccc(F)cc2)ccc1N1C(=O)CCC1=O
0.72 | CCN=C(NCC)SC1CC(=O)N(c2ccc(OC)cc2)C1=O (stereo unspecified)
0.0088 | O=C1CC(c2c[nH]c3ccccc23)C(=O)N1 (stereo unspecified)
0.31 | C[C@@H]1CN(CCCn2c3ccccc3c3ccccc32)C[C@H](C)N1
-7.2* | CCCCCCNc1nc(NCc2ccco2)nc(OCC)n1
0.051 | O=C(CN(Cc1ccc2c(c1)OCO2)C(=O)CNC(=O)c1ccco1)NC1CCCCC1
1.2 | NC(=O)c1nn(-c2ccccc2)c(=O)cc1O
-1.2 | CC(=O)Nc1cccc2c1OCCO2
0.8 | CC1(C)N=C(/C=N/O)CN1O
-2.4 | CC1=C(C(=O)OCc2ccccc2)C(c2ccc(-c3ccccc3)cc2)NC(=O)N1CCCCCC(=O)O (stereo unspecified)
0.045 | Cc1nn(Cc2ccc(F)cc2)c(C)c1NC(=O)c1cc(-c2ccc3c(c2)OCO3)on1
0.011 | Cc1ccc(N(CN2CCCC2=O)C(=O)c2ccc(OC(C)C)cc2)cc1
0.14 | Cc1ccc(C(=O)Nc2ccc(N3CCOCC3)nc2)cc1

Structural class: those above with four or more nitrogen atoms (4)
Cav3 T inh | Molecule
0.095 | CCCCn1c(CCn2nc(C)c(Br)c2C)n[nH]c1=S
0.096 | CCOC(=O)N1CCN(C(=O)c2ccc3c(=O)n(-c4ccc(OC)cc4)c(=S)[nH]c3c2)CC1
-7.2* | CCCCCCNc1nc(NCc2ccco2)nc(OCC)n1
0.045 | Cc1nn(Cc2ccc(F)cc2)c(C)c1NC(=O)c1cc(-c2ccc3c(c2)OCO3)on1

(more compounds)
Cav3 T inh | Molecule
-2.3 | COC(=O)CNC(=O)CN1C(=O)N(c2ccc(Cl)cc2)C(N(O)C(=O)Nc2ccc(Cl)cc2)C1(C)C (stereo unspecified)
0.11 | COc1ccccc1N1CCN(/N=C\c2ccc(C)o2)CC1
-1.6 | Cn1cc(SCC(=O)Nc2ccc3c(c2)OCO3)c2ccccc21
0.06 | Fc1ccc(CSc2nnc(CN3CCOCC3)n2-c2ccccc2)c(Cl)c1
-4.1 | CCCC1=Nc2cc(C(=O)NCCCOC(C)C)ccc2Sc2ccccc21
-0.69 | Cc1cccc(C)c1N1C(=O)CC(N(O)c2ccccc2)C1=O (stereo unspecified)
0.066 | CC(=O)O/N=C(/C)c1ncc(C(F)(F)F)cc1N1CCOCC1
-2.6 | O=C(CN1CCC(Cc2ccccc2)CC1)NC(=O)NCc1ccco1
-0.82 | COCCCn1c(SCC(=O)OC2CCCCC2)nnc1-c1cccs1
0.26 | CCCCN(CCCC)C(=S)N/N=C/c1c(C)[nH]n(-c2ccccc2)c1=O
-1 | CC(C)(C)NC(=O)CSc1nc(-c2ccccc2)c(-c2ccccc2)[nH]1
-7.6* | COc1cccc(OCc2nnc(SCC(=O)NCc3ccco3)n2CCc2ccccc2)c1
-0.0017 | COc1ccc(CCNC(=O)C2CCCN(S(C)(=O)=O)C2)cc1OC (stereo unspecified)
0.006 | CCOC(=O)C1=NN(c2ccc(F)cc2)C2=NC(C)=C(C(=O)OC)C(c3cccs3)N12 (stereo unspecified)
2.4 | Cc1c(C(=O)N2CCCCC2)sc(NC(=O)C(C)C)c1C#N
0.26 | CNC(=O)C1C2C=CC3(O2)C1C(=O)N(C1CC1)C3C(=O)NCc1ccc(OC)cc1 (stereo unspecified)
0.58 | COc1ccc(C=NCC2COc3ccccc3O2)cc1OC (stereo unspecified)
-0.098 | Cc1ccc(NC(=O)c2nc[nH]c2C(=O)N2CCC(C)CC2)cc1
1.3 | CCOc1c(OC)cc(C2C(C#N)=C(N)Oc3n[nH]c(-c4ccncc4)c32)cc1OC (stereo unspecified)
-1.4 | COC(=O)c1ccc(Sc2ccc(Cl)cc2)c(N)c1

In another format: results already given
Compound	Cav3 T inh
CCOC(=O)C1=NN(c2ccc(F)cc2)C2=NC(C)=C(C(=O)OC)C(c3cccs3)N12 (stereo unspecified)	0.006
Cc1c(C(=O)N2CCCCC2)sc(NC(=O)C(C)C)c1C#N	2.4
CNC(=O)C1C2C=CC3(O2)C1C(=O)N(C1CC1)C3C(=O)NCc1ccc(OC)cc1 (stereo unspecified)	0.26
COc1ccc(C=NCC2COc3ccccc3O2)cc1OC (stereo unspecified)	0.58
Cc1ccc(NC(=O)c2nc[nH]c2C(=O)N2CCC(C)CC2)cc1	-0.098
CCOc1c(OC)cc(C2C(C#N)=C(N)Oc3n[nH]c(-c4ccncc4)c32)cc1OC (stereo unspecified)	1.3

Following part.
Cav3 T inh | Molecule
0.16 | CCC12CN3CC(CC)(CN(C1)C31C(=O)N(C)c3ccc(C)cc31)C2=O (stereo unspecified)
-0.15 | COc1ccc(C(=O)c2ccc(OC)c(OC)c2)cc1OC
-2.5 | O=C(CC(=O)c1ccccc1O)c1ccc(F)cc1
-0.15 | CCOc1ccc(N2CC(C(=O)Nc3cccc(C)c3C)CC2=O)cc1 (stereo unspecified)
-0.63 | Cc1cc(C)c(S(=O)(=O)N2CCC(C(=O)NCc3ccco3)CC2)c(C)c1
0.11 | O=C(O)c1ccc(F)c(S(=O)(=O)Nc2ccccc2)c1
1.5 | CCOC(=O)c1cc2c(=O)n3ccccc3nc2n(CCCOC)c1=NC(=O)C(C)(C)C
0.0068 | CCCn1c(=N)n(CC(=O)c2cccs2)c2ccccc21
-0.031 | COc1ccc(CN2CC(C(=O)NCCCN3CCN(C)CC3)CC2=O)cc1 (stereo unspecified)
-2.4 | Cc1nc(SCC(=O)OCc2ccccc2)c(C#N)c(-c2ccccc2)c1C(=O)Nc1ccccc1
0.16 | CN(C(=O)C1CCCO1)c1nnc(-c2ccccn2)s1 (stereo unspecified)
-0.0057 | CCN1C(=O)C2(/C(=C(\O)c3ccc4c(c3)OCCO4)C(=O)C(=O)N2CCCOC)c2ccccc21 (stereo unspecified)
-0.81 | CCCCc1c(O)nc(SCC(=O)N2CCOCC2)n(-c2ccccc2C)c1=O
0.57 | CC(=O)Nc1ccc(NC(=O)Cn2cc3c(n2)CCC(C)C3)cc1 (stereo unspecified)
-0.64 | CC(=O)N1CCc2cc(S(=O)(=O)NC(C(=O)Nc3ccc4c(c3)OCCO4)C(C)C)ccc21 (stereo unspecified)
0.4 | COCCCN1C(=O)c2ccc(C(=O)O)cc2C1=O
-1.1 | O=C(c1ccc(COc2ccccc2Cl)o1)N1CCCC1
-2.7 | CC(C)Nc1oc(Cc2cccc3ccccc23)nc1C#N
-0.77 | CCC(OC(=O)CCc1nc2ccccc2[nH]c1=O)C(=O)c1ccccc1 (stereo unspecified)
1.1 | C/C=C\C=C/C(=O)Nc1cccc(C2=NOC3(C2)C[C@H](C(N)=O)N(C(=O)CC)C3)c1 (stereo partly specified)
0.2 | COc1cc(NC(=O)c2ccc(C)cc2)c(OC)cc1NC(=O)CN1CCOCC1
1 | CCOC(=O)N1CCN(C(=O)Cn2cc3c(n2)CCCC3)CC1
-6.6* | O=C(c1ccccc1)c1cccn1CC(=O)N1CCN(c2ccc(F)cc2)CC1
0.6 | Cc1cc(NC(=O)Cn2nnc3sc4c(c3c2=O)CCCC4)no1
1.4 | Cc1cc(NC(=O)Nc2ccc(F)cc2)no1
0.89 | O=C(Nc1ccc2oc(-c3ccccc3Cl)nc2c1)c1ncn[nH]1
0.28 | O=C(Nc1ccc(C2CCCCC2)cc1)C1CCCN(c2ncccn2)C1 (stereo unspecified)
0.45 | Cc1cccc(CCNC(=O)C2CCC(CNc3c(N4CCCC4)c(=O)c3=O)CC2)c1 (stereo unspecified)
-0.25 | COc1ccc(S(=O)(=O)/N=C2/C=CC(=O)C(C)=C2C)cc1
-1.6 | O=C1c2ccccc2S(=O)(=O)N1CCOc1ccc(F)cc1
-1.5 | Cc1ccc(C)c(S(=O)(=O)NCc2ccc(C(=O)N3CCCCC3C)cc2)c1 (stereo unspecified)
0.25 | Cc1cccc(-n2nnc(C(=O)NCc3ccccn3)c2N)c1
0.6 | O=C(NCC1CCCO1)c1nc2c(nnn2Cc2ccccc2Cl)c(=O)[nH]1 (stereo unspecified)
-0.49 | Cc1nn(Cc2cccc(C(=O)Nc3ccn(Cc4ccccc4)n3)c2)c(C)c1[N+](=O)[O-]
-0.29 | O=C(COc1ccc(Cl)cc1)Nc1nc(-c2cccs2)cs1
-0.099 | C=CCN(CC=C)S(=O)(=O)c1ccc(NC(=S)NC(=O)/C=C/c2ccc(C)cc2)cc1
2.4 | COc1ccccc1N1CCN(C(=O)c2ccc(CS(=O)(=O)c3ccccc3OC)o2)CC1
-0.092 | COc1ccccc1NC(=O)c1nnn(CC(=O)Nc2cccc(SC)c2)c1N
1.9 | Cc1cc(S(=O)(=O)N2CCN(c3ncccn3)CC2)ccc1-n1cnnn1
0.03 | COc1ccccc1CNC(=O)c1ccc(NS(C)(=O)=O)cc1

Three entries out of the list above, arranged by the number in Cav3 T inh, descending:
Cav3 T inh | Molecule
0.45 | Cc1cccc(CCNC(=O)C2CCC(CNc3c(N4CCCC4)c(=O)c3=O)CC2)c1 (stereo unspecified)
0.25 | Cc1cccc(-n2nnc(C(=O)NCc3ccccn3)c2N)c1
-1.5 | Cc1ccc(C)c(S(=O)(=O)NCc2ccc(C(=O)N3CCCCC3C)cc2)c1 (stereo unspecified)

(list continues)
Cav3 T inh | Molecule
0.31 | CCCCC1=CC2=C(c3ccco3)C(=O)C(C)(OC(=O)c3ccc(OC)cc3)C(=O)C2=CN1CC(C)C (stereo unspecified)
0.26 | Nc1ccc(C(=O)n2c3ccccc3c3ccccc32)cc1
1 | Cc1ccc2nc(SCC(=O)Nc3nnc(SCC(N)=O)s3)[nH]c2c1
-2.1 | CCCCCCOC(=O)c1ccc(NC(=O)c2cc(OC)c(OC)c(OC)c2Br)cc1
-2.6 | O=C(CCCC(=O)N(c1ccc2c(c1)OCCO2)C(C(=O)NC1CCCCC1)c1ccc(Cl)cc1)Nc1ccccn1 (stereo unspecified)
-0.44 | Cc1ccc(C(=O)N2CCC3(CC2)Oc2ccc(Cl)cc2C(=O)C32CC(c3cccnc3)=NO2)s1 (stereo unspecified)
0.067 | COC(=O)COc1nsnc1N1CCOCC1
0.3 | CCC(=O)Nc1cccc(C2=NOC3(C2)C[C@@H](C(N)=O)N(C(=O)c2cc([N+](=O)[O-])cc([N+](=O)[O-])c2C)C3)c1 (stereo partly specified)
0.5 | C=CCn1c(SCC(=O)Nc2sccc2C(N)=O)nc2ccc(Cl)cc2c1=O
-0.84 | Cc1cccc(-c2noc(-c3cc4ccccc4oc3=O)n2)c1
0.022 | Cc1cccn2c(=O)c(/C=C(\C#N)S(=O)(=O)c3ccc(Cl)cc3)c(N3CCC(C(N)=O)CC3)nc12
1.3 | Cc1c(C)c2cc(Cl)c(O)c(CN3CCCC(C)C3)c2oc1=O (stereo unspecified)
0.96 | Cc1occc1C(=O)NCCc1cccc(Cl)c1
2 | Cn1c(=O)[nH]c(=O)c2c1nc(N1CCN(Cc3ccccc3)CC1)n2CCSc1ncccn1
-2.6 | CC(C)=CCC/C(C)=C/C=N/NC(=O)c1ccccc1[N+](=O)[O-]
-2.6 | Cc1oc2nc(SCC(=O)Nc3ccc(S(N)(=O)=O)cc3)nc(NC(=O)c3ccccc3)c2c1C
-1.6 | CCCCn1nc2cc(C(=O)NCc3ccc(OC)cc3)ccc2c1OCC
1 | COCCCNC(=O)c1cc(OC)c(OC)c(OC)c1
-2.4 | COc1cc2oc3ccccc3c2cc1N(CC(=O)N(C)C)S(=O)(=O)c1ccccc1
0.7 | COc1ccc(/C(N)=N/OC(=O)c2cccc([N+](=O)[O-])c2C)cc1OC
-2 | CCOC(=O)/C(C#N)=C1/SC(CC)C(=O)N1c1ccc(Br)cc1 (stereo unspecified)
0.046 | O=C1C(Cl)=C(N2CCOCC2)C(=O)N1c1ccccc1Cl
-2 | CCOC(=O)Cn1nc(/C=C/c2ccc(C(C)C)cc2)ccc1=O
-0.11 | O=C(Cn1nnc(-c2ccncc2)n1)N(C1CCCCC1)C1CCCCC1
0.55 | CCOC(=O)Cn1cc(-c2ccccc2)nn1
-0.39 | COCCn1c(COc2ccc(C)cc2)nc2ccccc21
0.34 | Cc1ccc(-c2nnc(SCC(=O)O)n2N)cc1
0.84 | CCN(CC)CCNc1ccc(CO)c2sc3ccccc3c(=O)c12
1.4 | Cc1cc2n(c(=O)c1C#N)CCCN2c1ccccc1
-2 | C/C=C(/C)C(=O)OC1Cc2c(ccc3ccc(=O)oc23)OC1(C)C (stereo unspecified)
-1.9 | CCOc1ccc(N(CC(=O)N2CCN(c3ccccc3)CC2)S(=O)(=O)c2c(C)noc2C)cc1
-3.1 | COc1ccc(S(=O)(=O)N2CCc3ccccc32)cc1C(=O)OCc1nnc(-c2ccccc2)o1
0.0054 | COCCn1c(CN2CC(C)CC(C)C2)nc2c1c(=O)n(C)c(=O)n2C (stereo unspecified)
0.65 | CCCc1nnc(NC(=O)CCC(=O)N2CCCCC2CC)s1 (stereo unspecified)
-2.7 | CC(=O)Nc1ccc(C#Cc2ccc(NC(C)=O)cc2)cc1
-0.88 | COc1cccc(NC(=O)Nc2cccs2)c1
-3.8 | O=C(Nc1nc(-c2ccc3c(c2)OCO3)cs1)c1ccncc1
-5.6* | Cc1ccc(C)n1-n1c(C)nc2sc3c(c2c1=O)CCCCC3
-1.5 | O=C(CNC(=O)c1ccccc1)NC1(C(=O)NC2CCCC2)CCCCC1
-5.9* | Cc1onc(-c2ccccc2)c1C(=O)Nc1cc(C(F)(F)F)ccc1N1CCOCC1
-0.45 | CC1=C(C(N)=O)C(c2ccccc2)n2nc(-c3ccncc3)nc2N1 (stereo unspecified)
0.97 | NC(N)=N/N=C/c1c(Cl)cccc1Cl

Bioassay records: PubChem BioAssay, Vanderbilt High Throughput Screening Facility
